LGR2 antag – blocks bursicon-induced cAMP signaling via Drosophila LGR2. inhibition, % at 9.99 µM. 380,000 tested, 0.35% active. HEK293 LGR2, CRE-luciferase, bursicon-stimulated, 4 h;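 active = drop in luminescence signal, shown as inhibition above about 50% in the replicate tests, limit read from the data, passing the limit was not always enough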;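 also: agonist challenge used bursicon conditioned medium at about half maximal strength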
PGC1a acetyl inh – modulators of PGC1a acetylation. inhibition, % at 15.6 µM. AID 651687. 350,000 tested, 0.17% active. U2OS PGC1a acetylation, AlphaScreen anti-acetyl-lysine; with virally co-expressed GCN5 acetyltransferase;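 active = every replicate shows inhibition of at least 40%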;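 also: 0% = neutral control wells and 100% = positive control wells; some results beyond the cut were filed as inactive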
EWS-Fli inh – blocks EWS/Fli oncoprotein-driven transcription; inhibition, % at 12.6 µM; 350,000 tested, 0.67% active; AID 651661; A673 NR0B1-luciferase reporter, viability-normalised;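 active = mean inhibition of at least 50% after viability correction, with every replicate also passing that limit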;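 also: firefly luciferase signal divided by Alamar Blue viability fluorescence both relative to DMSO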
Casp6 inh – inhibitors of human caspase-6. 350,000 tested, 0.53% active. purified caspase-6, Z-VEID-R110 cleavage fluorescence. inhibition, % at 12.5 µM. AID 686996;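 active = mean inhibition across replicates at least about 35%, with every replicate also reaching that limit, limit read from the data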;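 also: 0% = median of neutral control wells and 100% = no fluorescence left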
Target sequence (P55212 24-179 limits assumed): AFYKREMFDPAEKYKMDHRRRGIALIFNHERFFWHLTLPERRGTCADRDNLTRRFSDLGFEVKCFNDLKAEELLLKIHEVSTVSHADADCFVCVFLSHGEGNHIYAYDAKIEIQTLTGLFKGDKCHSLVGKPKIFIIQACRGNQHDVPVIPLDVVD
Target sequence (P55212 194-293 limits assumed): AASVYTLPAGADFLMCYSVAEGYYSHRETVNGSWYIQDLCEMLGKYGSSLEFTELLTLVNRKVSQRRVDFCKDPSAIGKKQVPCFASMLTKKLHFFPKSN
PAX8 reporter – lowers PAX8-driven luciferase in RMG-I cells. RMG-I TPO-luciferase reporter, SteadyGlo, 24 h. 360,000 tested, 1.2% active. inhibition, % at 12.6 µM;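 active = mean replicate inhibition at least 60% with every replicate also reaching 60%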;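 also: luciferase light reporting Pax8 driven TPO promoter activity; plate controls were median of neutral control wells for no effect and mitoxantrone controls for full effect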
FN deposit inh – fibronectin deposition inhibition; AH1F fibroblasts, Alexa488-fibronectin deposition fluorescence, overnight; inhibition, % at 12.6 µM; 350,000 tested, 0.086% active; AID 743247;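 active = mean inhibition across replicates of 30% or more, regardless of how many single replicates reach that level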;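 also: positive control wells lacked labelled fibronectin entirely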
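Material: AH1F fibroblasts assembling fluorescent fibronectin matrix; amount: 10000 AH1F cells/well; medium: DMEM, 2% serum; reagent: Alexa488-fibronectin, 24 nM final in well; dosing: single compound dose, delivered by pin transfer; incubation: 1 h adhesion, overnight exposure; detection: fluorescence after three HBSS washes, excitation 485 nm, emission 525 nm; measure: fibronectin deposition inhibition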
Cneo AK release – causes C. neoformans cell lysis; adenylate kinase release luminescence, 4 h; normalised: neutral wells 0, clomiphene wells 100; lysis activity, % at 15 µM; 360,000 tested, 0.2% active; AID 651654;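 active = mean lysis activity across replicates of at least 80%, whatever share of replicates individually reach that level; inactive = mean lysis activity below 80%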
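Schedule: static 4 h at 37 °C with compound, 1 h detection; system: C. neoformans cells; benchmarks: Clomiphene as positive control; buffer or medium: fresh YPD medium; measure: luminescence rise reflecting yeast cell lysis; measured by: luminescent adenylate kinase detection reagent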
miR122 inh – blocks miR-122 activity in Huh7 sensor cells; Huh7 miR-122 Renilla luciferase sensor, 48 h; neutral wells = 0, positive control = 100; 340,000 tested, 0.3% active; AID 602342; activation (reporter increase), % at 12.5 µM;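 active = mean replicate activation score at least 90 and every replicate individually at or above 90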;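 also: higher luciferase means less miR-122 activity so hits act as miR-122 inhibitors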
* = called active by the depositor; nt = not tested or not shown; & = joins results of further samples; [ ] = remark or other dose.

smiles	LGR2 antag	PGC1a acetyl inh	EWS-Fli inh	Casp6 inh	PAX8 reporter	FN deposit inh	Cneo AK release	miR122 inh
Cc1ccc(S(=O)(=O)N(CC(=O)NCc2cccs2)c2ccccc2)cc1	10.1	3.3	4.3	2.6	-0.5	nt	-0.5	20.1
Cc1ccc(S(=O)(=O)Nc2ccc3c(c2)C(=O)N([C@H](C)CO)C[C@H](C)[C@@H](CN(C)C(=O)c2ccncc2)OCCCC[C@@H](C)O3)cc1	10.3	-6.2	-8.1	nt	-21.5	-3.0	0.3	3.5[16.7 µM]
COc1ccc(-c2ccc3c(c2)[C@@H]2[C@@H](CCN2S(=O)(=O)c2ccc(OC)cc2)[C@H](CO)N3C)cc1	-2.5	-15.4	-1.2	-0.4	20.8	3.7	0.2	0.3[16.7 µM]
CCn1c2ccccc2c2cc(NC(=O)c3cc(C)on3)ccc21	-6.9	7.3	5.8	8.2	28.9	-0.4	1.6	10.1
NC(=O)[C@H](Cc1cc2ccccc2s1)NC(=O)[C@@H]1CC2(CC(c3cccc(NC(=O)[C@@H]4CCC(=O)N4)c3)=NO2)CN1C(=O)c1ccccc1 (stereo partly specified)	8.3	3.2	-9.9	6.5	-13.1	12.8	0.8	0.7
C[C@H](CO)N1C[C@H](C)[C@H](CN(C)C(=O)Nc2cccc3ccccc23)Oc2c(NC(=O)C3CC3)cccc2C1=O	9.7	nt	2.8	1.6	18.8	nt	4.1	37.7[16.7 µM]
Cn1nc(C(F)(F)F)c(C#N)c1N1CCN(c2ccccn2)CC1	4.3	4.7	15.9	-0.4	5.5	-11.8	nt	-2.7
O=C(COC(=O)Cc1ccc(S(=O)(=O)N2CCCCC2)s1)Nc1ccc2c(c1)OCO2	nt	1.9	nt	nt	1.3	3.5	-0.1	0.6
COC(=O)c1ccc(N2C(=O)C3CC=CC(C)C3C2=O)cc1 (stereo unspecified)	-14.7	-4.9	5.8	-1.0	-1.0	5.2	-30.6	-2.9
O=C(NCc1ccccc1)c1nc(-c2cccs2)no1	nt	nt	-2.2	-3.5	-29.6	1.5	nt	nt
CC(C)(C)[S@](=O)N1Cc2cc(C(=O)NCCc3ccncc3)nc(-c3cccc(-c4cccc(C#N)c4)c3)c2[C@@H]1CCO	1.2	-26.4	5.6	-2.6	12.5	16.7	-19.1	nt
COC(=O)Cc1[nH]n(-c2nc3ccccc3s2)c(=O)c1C(C)=Nc1ccc(C)cc1	53.2*	8.5	77.4*	2.8	-28.6	-0.2	nt	nt
COCC(=O)N1CC2(C1)CN(Cc1ccccn1)[C@H](CO)c1[nH]c3cc(OC)ccc3c12	-3.1	3.6	-8.6	-3.8	-8.3	nt	nt	nt
CC(C)CN1C(=O)c2ccc(C(=O)Nc3ccccn3)cc2C1=O	nt	-6.5	nt	nt	-13.1	-2.5	-0.9	3.2
C[C@@H]1CN([C@H](C)CO)C(=O)Cc2cc(NC(=O)Nc3ccc4c(c3)OCO4)ccc2O[C@@H]1CN(C)S(=O)(=O)c1ccc(F)cc1	17.2	0.1	8.8	0.3	nt	9.2	nt	-16.5[16.7 µM]

smiles	LGR2 antag	PGC1a acetyl inh	EWS-Fli inh	Casp6 inh	PAX8 reporter	FN deposit inh	Cneo AK release	miR122 inh
CN(Cc1ccccc1F)C(=O)CN1C(=O)NC2(CCc3ccccc32)C1=O (stereo unspecified)	19.0	nt	6.4	3.8	12.4	4.7	nt	nt
Cc1ccc(S(=O)(=O)N(C)C)cc1NC(=O)CSc1nncs1	1.5	nt	-4.7	5.3	-14.8	7.8	0.7	18.4
O=C(c1cccnc1)C1CCCN(Cc2nc(Cc3ccccc3)no2)C1 (stereo unspecified)	20.9	-1.2	14.9	-3.8	16.0	-10.8	nt	nt
CCOc1ccc2c(c1)c(=O)c(S(=O)(=O)c1ccc(CC)cc1)cn2C	1.4	-7.7	-10.4	1.5	-1.7	-0.2	-2.9	23.8
O=C(COC(=O)CCCSc1nc2ccccc2[nH]1)Nc1cccc(F)c1	-10.4	nt	-7.0	-2.3	-14.3	3.7	-8.5	-0.3
Cc1noc(C)c1NC(=O)Nc1ccc2c(c1)C(=O)N([C@H](C)CO)C[C@H](C)[C@@H](CN(C)C(=O)NC(C)C)O2	21.7&-5.8	11.1	-6.9&-9.2	1.1&-0.1	-6.0	-1.7&2.5	-3.3&-0.5	1.0[16.7 µM]
N#C[C@@H]1[C@H](c2ccc(-c3cccnc3)cc2)[C@H](CO)N1C(=O)Nc1ccc(F)cc1	18.4	-13.0	-10.2	-1.8	-6.3	14.9	-5.7	nt
Clc1ccccc1Sc1ccc(-c2ccccn2)s1	-14.8	-1.1	-16.4	0.1	5.0	-6.4	4.2	-6.0
O=C(Nc1ccc(F)cc1)N1C[C@H]2[C@@H](c3ccccc31)[C@@H](CO)N2Cc1ccccc1	-4.4	-6.2	-12.8	-0.9	-4.6	13.8	-1.4	0.0[16.7 µM]
COc1cc(/C=C/C(=O)OCC(=O)N(C)Cc2ccccc2)ccc1O	13.7	nt	12.3	-1.7	16.1	3.1	-2.5	nt
COc1ccnc2c1c(=O)n(Cc1ccc(F)cc1)c(=O)n2C	-13.4	4.3	-17.2	0.1	3.3	2.3	-0.5	4.3
CO[C@H]1CN(C)C(=O)c2ccc(NS(C)(=O)=O)cc2OC[C@@H](C)N(Cc2ccccc2)C[C@H]1C	-8.1	4.4	-2.5	1.7	1.7	nt	-51.9	nt
O=C(C[C@H]1C/C=C\C[C@@H](Cc2ccc(F)cc2)C(=O)OC[C@H]2CCCN2C1=O)NCCO	-7.4	2.8	3.3	1.6	-0.9	9.3	1.4	-6.1
CC(NC(=O)c1ccco1)C(=O)OCc1cccc(C(F)(F)F)c1 (stereo unspecified)	-1.9	5.3	-4.5	3.0	-6.4	-0.8	4.0	-5.9
CN(Cc1ccc(CNC[C@H]2O[C@@H](n3cnc4c(N)ncnc43)[C@H](O)[C@@H]2O)o1)S(C)(=O)=O	-1.4	3.1	2.0	-0.6	-4.8	2.7	1.8	-1.5

Retrieved one by one from the entries so far:
smiles	LGR2 antag	PGC1a acetyl inh	EWS-Fli inh	Casp6 inh	PAX8 reporter	FN deposit inh	Cneo AK release	miR122 inh
CCOc1ccc2c(c1)c(=O)c(S(=O)(=O)c1ccc(CC)cc1)cn2C	1.4	-7.7	-10.4	1.5	-1.7	-0.2	-2.9	23.8
O=C(COC(=O)CCCSc1nc2ccccc2[nH]1)Nc1cccc(F)c1	-10.4	nt	-7.0	-2.3	-14.3	3.7	-8.5	-0.3
O=C(Nc1ccc(F)cc1)N1C[C@H]2[C@@H](c3ccccc31)[C@@H](CO)N2Cc1ccccc1	-4.4	-6.2	-12.8	-0.9	-4.6	13.8	-1.4	0.0[16.7 µM]

(continued)
smiles	LGR2 antag	PGC1a acetyl inh	EWS-Fli inh	Casp6 inh	PAX8 reporter	FN deposit inh	Cneo AK release	miR122 inh
Nn1c(SCC(=O)Nc2ccc(N3CCOCC3)cc2)nnc1C1CC1	-7.5	-2.2	-9.1	-0.2	-4.6	-4.6	8.3	-4.2
C[C@@H]1COC(=O)[C@@H](CC(=O)OC(C)(C)C)C/C=C\C[C@@H](CC(=O)N[C@@H](CO)Cc2ccccc2)C(=O)N1	-4.4	-31.1	-5.5	0.2	-7.6	-12.9	5.6	-21.0
CN1C(=O)c2cc(NC(=O)Cc3ccccc3)ccc2OC[C@H]2O[C@H](CC(=O)NCC3CC3)CC[C@@H]21	11.8	3.6	2.9	2.1	10.9	6.4	8.0	41.7[16.7 µM]
CO[C@H]1CN(C)C(=O)c2ccc(NS(C)(=O)=O)cc2OC[C@H](C)N(Cc2nccs2)C[C@H]1C	-1.0	-4.0	-3.7	-1.5	5.2	-7.7	1.8	nt
O=C(CN1C(=O)S/C(=C\c2ccc(-c3cc(C(=O)O)ccc3Cl)o2)C1=O)Nc1ccc2c(c1)OCO2	4.9	nt	1.2	1.4	9.7	-3.5	-9.3	-0.4
CC(C)(C)OC(=O)N1CC(O)CC1C(=O)OCC(=O)c1ccccc1 (stereo unspecified)	nt	16.0	nt	nt	9.9	8.9	1.2	-5.8
Cc1nc2ccccc2c(=O)n1NC(=O)/C=C/c1ccccc1Cl	-8.8	4.1	4.8	-0.7	-9.5	-0.1	-0.9	-6.7
CC1CC2=C(C(=O)O1)C(C)Nc1ccccc1N2 (stereo unspecified)	-14.4	-4.8	-11.4	-2.6	-5.8	-7.9	-1.8	-6.3
C[C@@H]1CCCCO[C@@H](CN(C)C(=O)NC2CCCCC2)[C@H](C)CN([C@@H](C)CO)C(=O)c2cc(NS(=O)(=O)c3ccc(Cl)cc3)ccc2O1	-2.3	-4.7	-1.1	-0.8	14.2	-14.8	-5.6	-2.3[16.7 µM]
C/C=C/c1cnc2c(c1)C(=O)N([C@H](C)CO)C[C@H](C)[C@H](CN(C)C(=O)C1CCCCC1)O2	-11.3	-0.4	-12.2	-1.5	nt	nt	0.1	8.1[16.7 µM]
CC(=O)Nc1ccc(S(=O)(=O)NC(CSc2ccc(C(=O)O)cc2[N+](=O)[O-])C(=O)O)cc1 (stereo unspecified)	-11.3	12.9	-5.3	1.2	3.0	-1.5	-0.2	-1.0
CN(CC(=O)OCC(=O)NCC(F)(F)F)S(=O)(=O)c1ccc(Cl)cc1	-13.0	nt	5.0	-0.6	2.2	-3.6	3.7	0.3
CCc1cccc2c(C(=O)CN3C(=O)NC4(CCc5ccccc54)C3=O)c[nH]c12 (stereo unspecified)	11.2	nt	28.9	0.0	50.9	19.5	-3.0	33.9
COc1ccc(Cc2nc3ccc(C(=O)NCc4cc(C)no4)cc3o2)cc1OC	9.6	nt	-9.0	3.6	8.5	0.7	-3.4	nt
COC(=O)[C@]1(C)N[C@H](CN(C)S(=O)(=O)c2ccc(C(C)(C)C)cc2)[C@@H]2C(=O)N(C)C(=O)[C@@H]21	nt	nt	-2.9	8.8	2.5	-1.1	1.9	nt

smiles	LGR2 antag	PGC1a acetyl inh	EWS-Fli inh	Casp6 inh	PAX8 reporter	FN deposit inh	Cneo AK release	miR122 inh
CSc1ncc(CN2CCN(CC=C(C)C)C(CCO)C2)cn1 (stereo unspecified)	8.9	nt	4.0	0.0	8.1	2.4	nt	nt
CS(=O)(=O)N1[C@H](CO)[C@H](c2ccccc2-c2ccccc2F)[C@@H]1C#N	-1.9	-1.7	-9.8	0.4	nt	-0.8	nt	nt
CC(C)(C)[S@@](=O)N1Cc2cc(C(=O)N3CCc4ccccc4C3)nc(-c3cccc(-c4cncnc4)c3)c2[C@H]1CCO	15.0	26.4	0.2	-2.5	8.6	8.9	72.5	nt
O=C(C[C@H]1C=C[C@H](NC(=O)C2CCC2)[C@@H](CO)O1)NCc1ccccc1Cl	17.1	2.5	-4.7	1.9	-6.8	-11.7	-4.6	nt
